E-sel TNF inh – blocks E-selectin expression induced by TNF alpha. HUVEC TNFa-induced E-selectin immunofluorescence, high content. 120,000 compounds, 0.71% hits. AID 1246. inhibition, % at 2 µM;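 active means inhibition above the batch mean plus 3 SD, and confirmed as a hit on visual image review, cut at about 43% in these data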;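 further: 0% = TNF-stimulated DMSO wells and 100% = unstimulated control wells; not every result past the cut was called active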
PTEN del growth – suppresses growth of cells with PTEN deletion; HCT116 PTEN-null viability, CellTiter-Glo, 60 h; active compounds read low; viability, % at 10 µM; 140,000 compounds, 1.2% hits; AID 827;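 active means viability at or below a set limit, 4 SD under the median of all tested compounds, cut at about 3.7% in these data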;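 further: PTEN knockout HCT116 line with beta catenin targeted HCT116 as companion control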
NPY-Y2 antag – blocks the human neuropeptide Y Y2 receptor; NPY-Y2 expressing cells, antagonist mode; inhibition, % at 2.7 µM; 140,000 compounds, 0.99% hits; in the data active means inhibition above about 17%;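 further: 0% = vehicle with agonist challenge and 100% = reference antagonist with challenge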
Target sequence (P49146 whole entry, looked up): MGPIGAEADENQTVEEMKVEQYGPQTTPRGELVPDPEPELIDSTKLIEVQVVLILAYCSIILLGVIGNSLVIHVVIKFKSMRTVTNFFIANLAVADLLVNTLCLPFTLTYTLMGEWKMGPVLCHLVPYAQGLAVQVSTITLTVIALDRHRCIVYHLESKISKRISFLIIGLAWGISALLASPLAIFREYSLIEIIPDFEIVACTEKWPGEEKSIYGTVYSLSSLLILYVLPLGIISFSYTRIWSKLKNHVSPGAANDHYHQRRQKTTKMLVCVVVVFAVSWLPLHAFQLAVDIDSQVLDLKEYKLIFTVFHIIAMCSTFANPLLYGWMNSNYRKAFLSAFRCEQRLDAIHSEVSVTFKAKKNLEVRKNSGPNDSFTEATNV
Yeast life ext – yeast lifespan extension | 130,000 compounds, 0.68% hits | inhibition of the nicotinamide effect, % at 10 µM | S. cerevisiae growth with nicotinamide, OD615; deaD strain in restrictive glucose medium;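 active means inhibition above a set limit, placed 3 SD over the median of all compounds, cut at about 26% in these data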;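 further: 0% = nicotinamide-treated wells and 100% = cells grown without nicotinamide; some compounds called inactive have numbers as strong as hits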
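Measured by: optical density (absorbance) at 615 nm; System: modified budding yeast, DeaD strain; Medium: restrictive CSMM-D dextrose medium; Timing: 4 h preincubation then 48 h treatment at 30 °C.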
Measles CPE – protection of cells from measles virus | Measles virus-infected cells, CPE protection, absorbance | 140,000 compounds, 1.5% hits | protection (pct of control), % at 4 µM; in the data active means protection mostly above about 24%, no sharp cut-off; inactive means mostly below about 26%; further: some compounds called inactive have numbers as strong as hits
MRP-1 activ – activators of MRP-1; AID 799; H69AR cells + doxorubicin, viability rescue, CellTiter-Glo; viability increase, % at 10 µM; 140,000 compounds, 0.61% hits;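 active means viability gain under doxorubicin at or above a set limit, the compound median plus 3 SD, cut at about 4.7% in these data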;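 further: MRP-1 overexpressing cells given doxorubicin 25 µM after compound pretreatment; 18-22 h compound pretreatment then 72 h with doxorubicin before readout; 0% = doxorubicin-only wells and 100% = vehicle-treated cells without doxorubicin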
Yeast growth inh – reduces growth of yeast BB579 in restrictive medium; S. cerevisiae BB579 growth, OD615, 48 h; inhibition, % at 10 µM; 140,000 compounds, 0.51% hits; AID 804;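 active means inhibition above a set limit, 3 SD over the mean compound inhibition, cut at about 44% in these data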; further: inactives centre near -24
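Detection: OD615 turbidity measurement; Material: Saccharomyces cerevisiae DeaD strain BB579, replicative lifespan model yeast; Timing: 48 h exposure, 30 °C; Doses: single 10 µM dose; Medium: CSMM-D restrictive synthetic medium containing dextrose (glucose); Controls: amphotericin B at 10 µg/mL as positive control.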
GALR2 blocker – GALR2 (human) receptor antagonism; 140,000 compounds, 0.39% hits; GALR2-expressing cells, antagonist mode; AID 828; inhibition, % at 4 µM; O43603; in the data active means inhibition above about 27%;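 further: cells stimulated with galanin 1-16 at roughly its EC80; 0% = agonist challenge control and 100% = basal control without agonist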
Target sequence (O43603 whole entry, looked up): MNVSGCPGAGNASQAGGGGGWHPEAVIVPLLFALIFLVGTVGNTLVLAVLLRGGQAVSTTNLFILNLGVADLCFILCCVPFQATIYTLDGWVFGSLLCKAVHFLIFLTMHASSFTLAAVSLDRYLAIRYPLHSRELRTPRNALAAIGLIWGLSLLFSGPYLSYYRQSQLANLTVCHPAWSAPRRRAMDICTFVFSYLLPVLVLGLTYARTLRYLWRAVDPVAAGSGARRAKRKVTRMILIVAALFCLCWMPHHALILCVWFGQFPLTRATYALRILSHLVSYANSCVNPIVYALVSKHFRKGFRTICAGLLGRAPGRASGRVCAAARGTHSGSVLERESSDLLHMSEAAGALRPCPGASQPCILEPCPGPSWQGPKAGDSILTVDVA
Phagocyt inh – inhibitors of macrophage phagocytosis | J774A.1 macrophage IgG-bead phagocytosis, imaging | inhibition, % at 5 µM | 110,000 compounds, 0.07% hits | AID 1029;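 active means inhibition above the mean of the plate negative controls plus 5 SD, cut at about 13% in these data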;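 further: phagocytic index as fraction of beads internalized from green versus red external bead signal; plate controls were DMSO negative control for no effect and cytochalasin-D positive control for full effect; some results beyond the cut were filed as inactive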
HCT116 bCat-KO – beta-catenin-lacking colon tumor cell growth suppression; HCT116 beta-catenin knockout viability, CellTiter-Glo, 60 h; active compounds read low; viability, % at 10 µM; 140,000 compounds, 1.5% hits;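 active means viability at or under a set limit, the compound median less 4 SD, cut at about 6% in these data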;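 further: 0% = Hyamine 1622 control at 20 µM and 100% = untreated cell control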
Starred values were filed as active, the others as inactive; · = not tested or not shown.

Compound	E-sel TNF inh	PTEN del growth	NPY-Y2 antag	Yeast life ext	Measles CPE	MRP-1 activ	Yeast growth inh	GALR2 blocker	Phagocyt inh	HCT116 bCat-KO
COc1ccc(C)cc1NC(=O)C12CCC(C)(C(=O)O1)C2(C)C (configuration not stated)	7	104	0	-13	23	0.1	-33	2	0	98
CC(Oc1ccc2ccccc2c1)C(=O)NNC(=S)NC(=O)c1ccco1 (configuration not stated)	4	33	12	-17	3	-0.6	98*	2	0	40
c1ccc(CN2CCN(c3nc4ccccc4n4cnnc34)CC2)cc1	·	76	1	-13	6	0.1	29	-1	0	81
Cc1ccc(/C(O)=C2/C(=O)C(=O)N(Cc3ccco3)C2c2cccs2)cc1 (configuration not stated)	7	92	1	6	1	-3.0	-36	3	-2	86
OCCN=Cc1c(O)[nH]c2ccccc12	-10	104	0	3	11	-0.2	-66	1	-1	94
CN=C(NC1CCCCC1)c1ccc(Cl)cc1	23	97	3	12	16	-1.3	-72	6	2	92
COc1cccc(-c2csc(N3CCN(C(=O)Nc4ccc(F)cc4)CC3)n2)c1	-25	31	4	·	7	2.5	-47	-8	·	38
COC(=O)c1c(NC(=O)Cn2cnc([N+](=O)[O-])n2)sc2c1CCC(C)C2 (configuration not stated)	·	52	-2	-1	13	-2.3	-3	-3	·	58
Cc1ccc(S(=O)(=O)NCCCN(C)C)cc1	·	103	-1	-4	10	-2.4	-17	-4	1	94
COc1ccc(C(=O)Nc2ccc3c(c2)C(=O)c2ccccc2C3=O)cc1OC	-21	97	0	-6	7	0.4	-31	-7	-9	92
CCCCn1c(SCC(=O)Nc2cc(C)[nH]n2)nc2ccsc2c1=O	·	98	5	1	28	-2.9	-29	2	0	90
OCCCCNCc1ccc(OCc2ccc(Cl)cc2)cc1	-31	53	14	-6	18	-5.3	-11	-2	4	55
CCN(CC)S(=O)(=O)c1ccc(C(=O)N2CCN=C2SCc2cccnc2)cc1	-7	85	-1	-10	18	1.6	-37	-6	·	73
CSc1ccccc1NC(=O)COC(=O)c1ccccc1Cc1ccccc1	-16	87	5	-4	6	-2.4	-34	8	-2	102
Clc1ccc2c(c1)C=Nc1c(NCc3ccccc3)ncnc1O2	-3	93	2	-26	6	-1.1	-39	4	·	103
O=C(CCCn1c(=S)[nH]c2ccc(Br)cc2c1=O)N1CCN(c2ccccn2)CC1	·	70	3	-14	6	-2.1	-53	-9	·	75
CCOCCCNCc1ccc(OCc2ccccc2Cl)cc1	7	56	7	-3	1	-4.6	-1	6	-3	58
COc1ccc(S(=O)(=O)N2CCCC2C(=O)NCc2cccs2)cc1 (configuration not stated)	16	92	0	-4	1	-2.5	-3	-6	0	92
Cc1ccc(S(=O)(=O)N2CCN(S(=O)(=O)N3CCOCC3)CC2)c(C)c1	-44	82	2	-2	17	-2.0	-40	11	3	92
CCCCOC(=O)CCc1n[nH]c(=O)[nH]c1=O	-3	98	0	0	24	0.3	-31	2	0	99

Complete entries as entered above:
`CN=C(NC1CCCCC1)c1ccc(Cl)cc1` across the screens: E-sel TNF inh = 23; PTEN del growth = 97; NPY-Y2 antag = 3; Yeast life ext = 12; Measles CPE = 16; MRP-1 activ = -1.3; Yeast growth inh = -72; GALR2 blocker = 6; Phagocyt inh = 2; HCT116 bCat-KO = 92
`Clc1ccc2c(c1)C=Nc1c(NCc3ccccc3)ncnc1O2` across the screens: E-sel TNF inh = -3; PTEN del growth = 93; NPY-Y2 antag = 2; Yeast life ext = -26; Measles CPE = 6; MRP-1 activ = -1.1; Yeast growth inh = -39; GALR2 blocker = 4; Phagocyt inh = ·; HCT116 bCat-KO = 103
`CSc1ccccc1NC(=O)COC(=O)c1ccccc1Cc1ccccc1` across the screens: E-sel TNF inh = -16; PTEN del growth = 87; NPY-Y2 antag = 5; Yeast life ext = -4; Measles CPE = 6; MRP-1 activ = -2.4; Yeast growth inh = -34; GALR2 blocker = 8; Phagocyt inh = -2; HCT116 bCat-KO = 102

(list continues)
Compound	E-sel TNF inh	PTEN del growth	NPY-Y2 antag	Yeast life ext	Measles CPE	MRP-1 activ	Yeast growth inh	GALR2 blocker	Phagocyt inh	HCT116 bCat-KO
Cn1c(-c2cc3c(C(F)(F)F)nn(C)c3s2)n[nH]c1=S	-11	108	3	-14	3	-0.4	-42	-9	·	98
CCc1nc2ccccc2c2nc3ccccc3n12	2	65	-5	-19	15	-1.2	-4	2	0	69
CCOC(=O)c1cc(C)n(S(=O)(=O)c2ccc(C)cc2)c1C	-17	73	6	-6	14	0.1	8	-1	0	75
N/C(=N\OC(=O)c1ccc(Cl)cc1)c1ccc(Cl)cc1	·	90	0	·	5	-3.5	-19	3	·	77
Cc1cccnc1NC(=O)C1CCN(S(=O)(=O)c2cccs2)CC1	9	110	2	3	7	-0.7	-63	-28	0	111
CCOC(=O)C(CSCC(=O)c1ccc(Cl)cc1)NC(=O)OC(C)(C)C (configuration not stated)	14	92	5	-12	6	-1.1	-15	5	·	87
C=CCn1c(SCC(=O)Nc2c(C)nn(Cc3ccccc3)c2C)nnc1C(O)c1ccccc1 (configuration not stated)	15	90	0	-9	17	-0.7	-27	2	-5	89
CCCCOc1ccc(C(=O)Nc2ccc(SC(F)F)cc2)cc1OC	8	98	3	1	8	-1.6	-38	0	-2	101
O=C(Nc1ccccc1-c1nc2ccccc2s1)c1ccco1	·	65	5	-6	7	-3.7	10	-13	-1	71
CCn1c(-c2ccco2)n[nH]c1=S	9	101	2	-19	9	0.1	-2	-11	-2	96
O=C(NC1CCCCC1)C(c1cccnc1)N(C(=O)CCl)c1ccc(F)cc1 (configuration not stated)	·	3.0*	3	4	1	-5.2	-31	12	3	4.2*
O=C(Oc1ccc(/C=N/O)cc1)c1ccccc1	-20	89	1	-19	31	1.5	-30	-1	0	99
COc1ccc(OC)c(NC(=O)C2C3CCC(O3)C2C(=O)O)c1 (configuration not stated)	-4	88	0	-5	2	-2.1	-26	5	0	85
Cc1ccc(S(=O)(=O)C2(C(=O)Nc3ccc4c(c3)OCO4)CC2)cc1	-16	83	1	-4	6	-1.3	-17	-1	0	97
COCCNC(=S)NC12CC3CC(CC(C3)C1)C2	24	87	3	-5	4	-2.8	15	2	-1	75
O=C(Nc1cccc(O)c1)c1cc2nc(-c3ccccc3)cc(-c3ccccc3)n2n1	·	96	12	4	6	-2.7	-25	-1	-7	95
CC(C)CN(C(=O)c1nn(C)c(=O)c2ccccc12)c1nc2ccccc2s1	8	79	2	-5	28	-3.7	-2	-6	·	69
COc1cnc(-c2ccccc2)nc1Oc1ccccc1C	-4	76	6	-18	3	0.7	-33	6	0	80
c1ccc(C(c2ccccc2)c2nc(-c3cccnc3)no2)cc1	-9	88	1	-5	2	-2.8	21	-7	-2	86
Cc1ccc2c(c1)c1c(n2C)C(=O)CCC1	13	97	0	-4	13	-0.4	19	-1	·	96

An excerpt of these results, field by field.
CSc1ccccc1NC(=O)COC(=O)c1ccccc1Cc1ccccc1
  E-sel TNF inh: -16; PTEN del growth: 87; NPY-Y2 antag: 5; Yeast life ext: -4; Measles CPE: 6; MRP-1 activ: -2.4; Yeast growth inh: -34; GALR2 blocker: 8; Phagocyt inh: -2; HCT116 bCat-KO: 102
Clc1ccc2c(c1)C=Nc1c(NCc3ccccc3)ncnc1O2
  E-sel TNF inh: -3; PTEN del growth: 93; NPY-Y2 antag: 2; Yeast life ext: -26; Measles CPE: 6; MRP-1 activ: -1.1; Yeast growth inh: -39; GALR2 blocker: 4; Phagocyt inh: ·; HCT116 bCat-KO: 103

New compounds follow:
Structure | E-sel TNF inh | PTEN del growth | NPY-Y2 antag | Yeast life ext | Measles CPE | MRP-1 activ | Yeast growth inh | GALR2 blocker | Phagocyt inh | HCT116 bCat-KO
CCn1c(SCc2ccc(F)cc2)nnc1C1CCN(S(=O)(=O)c2ccc(OC)cc2)CC1 | 30 | 73 | -1 | -19 | 16 | 2.0 | -33 | -8 | 0 | 73
CC(C)(C)NC(=O)C(=O)NNC(=O)COc1ccccc1 | · | 103 | 1 | 4 | 10 | 0.6 | -56 | 3 | -8 | 90
COC(=O)c1cn(C(=O)c2ccccc2F)nc1N | · | 103 | 3 | -7 | 4 | -0.5 | 18 | 8 | 0 | 94
COc1ccc(CN(C(=O)c2nsc(Cl)c2Cl)C(C(=O)NC2CCCC2)c2ccc(OC)cc2)cc1 (configuration not stated) | · | 33 | 23* | -5 | 21 | -0.8 | -40 | -11 | -2 | 38
O=C(CSc1nnc(Nc2ccccc2F)s1)c1cc2ccccc2o1 | -9 | 93 | 11 | -5 | 3 | -2.4 | -63 | -1 | -1 | 93
Cc1cc(Cl)cc(Cl)c1OCCOc1cccc2cccnc12 | 7 | 46 | 11 | -3 | 14 | -2.5 | -39 | -13 | -1 | 56
COc1cccc(-n2c(SCC(=O)O)nnc2-c2cccnc2)c1 | · | 72 | 0 | -23 | 8 | -3.4 | -20 | -5 | 0 | 79
CCN(CC)C(=O)c1oc2ccc(S(=O)(=O)N3CCCCCC3)cc2c1C | 20 | 96 | 8 | -6 | 1 | -0.2 | -7 | 3 | · | 115
Cc1nc2ccccn2c1C(=O)NN | · | 79 | 1 | 2 | 31 | -0.3 | -14 | 1 | 1 | 92
Cc1cc(S(=O)(=O)NCCCN2CCOCC2)ccc1F | · | 89 | 2 | -12 | 5 | -2.3 | -20 | 2 | · | 91
COc1ccc(C2=NOC(C(=O)NCC(C)C)C2)cc1 (configuration not stated) | · | 89 | 0 | -27 | 6 | -1.3 | -2 | -4 | · | 89
O=C(C1CCN(S(=O)(=O)c2cccnc2)CC1)N1CCN(C2CCCC2)CC1 | 10 | 95 | 8 | -1 | 13 | -0.4 | -16 | -2 | -1 | 95
O=C(CN1C(=O)c2ccccc2C1=O)N1CCN(C(=O)c2ccco2)CC1 | · | 93 | -1 | -10 | 10 | -0.3 | -26 | -9 | 0 | 99
CC(=O)c1cccc(NC(=O)c2ccc3c(Cl)c4c(nc3c2)CCCC4)c1 | · | 92 | 2 | -1 | 7 | -1.3 | -35 | 9 | -4 | 87
COc1cccc(-c2cc(C(=O)Nc3cccc(O)c3)no2)c1 | 28 | 88 | 4 | -19 | 7 | -2.6 | -6 | 3 | · | 105
COC(=O)c1c(NC(=O)CN2CCN(S(=O)(=O)c3ccccc3)CC2)sc2c1CCC(C)C2 (configuration not stated) | · | 77 | 1 | 7 | 16 | -3.3 | -10 | 6 | -3 | 84
O=c1c2ccccc2cnn1CCOc1ccccc1 | 8 | 64 | 3 | -4 | 12 | -2.5 | -29 | 3 | -7 | 66
O=C(c1c[nH]c2ccc(S(=O)(=O)N3CCOCC3)cc2c1=O)N1CCCC1 | · | 92 | 0 | 0 | 7 | -1.9 | -13 | 1 | 2 | 101
CCCN1Cc2cccc(C(=O)Nc3ccc4c(c3)OCO4)c2C1=O | -42 | 95 | 2 | -5 | 19 | -0.3 | -34 | 10 | -2 | 92
CCSc1nnc(C)c2ccccc12 | · | 109 | 4 | -16 | 4 | 0.1 | -57 | 1 | -2 | 102
CCOC(=O)c1cnc2c(C)c(Cl)ccc2c1N1CCOCC1 | 4 | 93 | 3 | -6 | 4 | -3.6 | 8 | 1 | -1 | 93
